Screening results from PubChem BioAssay.
rTrxR1 inhibitor – blocks rat thioredoxin reductase 1; recombinant rTrxR1, NADPH fluorescence consumption, selenite substrate; Potency, µM (highest dose often 114 µM), inactives show top-dose activity change, negative = inhibition, usual class: inhibitors; 1% of 390,000 active; note: potency is the fitted concentration of half-maximal effect; % is set by controls: 0 for no effect and ±100 for the full control effect; nearly all actives have a fitted effect of over 65% in size
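Rat TrxR1 (90 nM in the dispensed reagent) was pre-reduced with 400 uM NADPH for 5 min at room temperature, then incubated with compound for 15 min. After 400 uM selenite was added, NADPH fluorescence (Ex 340/Em 450 nm) was followed for 8 min.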
HP1b binding inh – blocks HP1-beta chromodomain binding to methylated histone tails. AlphaScreen HP1-beta / biotin-H3K9me3 peptide binding. Potency, µM (series often up to 114 µM), for inactives: at the top dose activity change, negative = inhibition, most hits filed as inhibitors. 0.56% of 390,000 active. P83916; note: potency is the fitted concentration of half-maximal effect; nearly all actives have a fitted effect of over 70% in size; inactives centre near 23
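HP1-beta protein (50 nM final) preincubated 30 min at room temperature with biotinylated H3(1-18)K9me3 peptide (50 nM) in PBS pH 7.4, 0.01% Tween-20, then compound added for 30 min. AlphaScreen streptavidin donor/nickel chelate acceptor beads (10 ug/mL final), 30 min dark, luminescence read.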
mIDH1 inhibitor – inhibitors of human mutant IDH1 R132H; O75874; Potency, µM (series often up to 76.6 µM), for inactives: top-dose activity change, negative = inhibition, most hits filed as inhibitors; AID 602179; IDH1-R132H enzyme, NADPH consumption, diaphorase/resazurin fluorescence; 0.093% of 390,000 active; note: potency is the fitted concentration of half-maximal effect; % is set by controls: 0 for no effect and ±100 for the full control effect; nearly all actives have a fitted effect of over 65% in size
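IDH1-R132H (0.5 ug/mL dispensed) in pH 7.5 Tris buffer was preincubated 30 min with compound, then given a substrate mix of 0.016 mM NADPH and 2 mM alpha-KG for 80 min at room temperature; remaining NADPH was read by diaphorase/resazurin fluorescence.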
GLS inh – blocks human kidney-isoform glutaminase activity; GLS enzymatic activity, qHTS titration; 0.21% of 410,000 active; O94925; AID 624170; Potency, µM (titrated, usually from 45.5 µM), for inactives: at the highest dose activity change, negative = inhibition, usual class: inhibitors; note: potency is the fitted concentration of half-maximal effect; % is set by controls: 0 for no effect and ±100 for the full control effect
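hKGA in 45 mM KH2PO4 (pH 8.2), 0.02% Tween-20 with compound, then 1mM L-Glutamine (stock as added) plus glutamate oxidase/HRP/Amplex red coupling mix. Fluorescence read initially and after 30 min at RT; signal change reflects glutamate formation.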
TrxR1 substrate – substrates of rat thioredoxin reductase 1; purified TrxR1 substrate turnover, NADPH consumption readout; 0.01% of 390,000 active; Potency, µM (highest dose often 114 µM), for inactives: top-dose activity change, negative = substrate turnover; AID 588456; O89049; note: potency is the fitted concentration of half-maximal effect; % is set by controls: 0 for no effect and ±100 for the full control effect; nearly all actives have a fitted effect of over 50% in size
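Rat TrxR1, dispensed at 90 nM, was prereduced with 400 uM NADPH (final) for 5 min at ~22 deg C, then incubated with compound 15 min before 400 uM selenite. A first-read NADPH fluorescence drop versus no-compound background flagged substrates.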
PI4K2A inh – PI4K2A (human) kinase inhibition; activity change, negative = inhibition, % at 76.9 µM; 0.13% of 420,000 active; purified PI4K2A, ADP-Glo luminescence, 1 h; stronger effect = lower value; Q9BTU6; in the data active = activity change below about -50%; inconclusive = mostly about -30% to -49%;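 note: -100% = wells without enzyme as full effect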
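In this quantitative HTS, ADP production by PI4K2A was quantified luminescently after 1 h at ambient temperature; 100 microM adenosine served as plate-quality control.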
PGK inhibitor – T. brucei PGK inhibition; P07378; PGK/GAPDH coupled, Kinase-Glo luminescence, 60 min; Potency, µM (doses to about 57.5 µM), for the others: at the top dose activity change, negative = inhibition, most hits filed as inhibitors; 0.043% of 380,000 active; note: potency is the fitted concentration of half-maximal effect; % is set by controls: 0 for no effect and ±100 for the full control effect; nearly all actives have a fitted effect of over 60% in size
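Luminescent ATP detection (Kinase-Glo Plus) follows a 60-minute room-temperature incubation, with wells lacking PGK as controls. Buffer: 100 mM TEA (pH 7.6), 5 mM MgCl2, 0.01% Tween-20. Coupling enzyme GAPDH (100 nM final) supplies unstable 1,3-BPG in-well.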
Pin1 inh – blocks the human prolyl isomerase Pin1; Q13526; Pin1 FP peptide displacement, HiFluor488, 10 min; Potency, µM (doses to about 115 µM), inactives show top-dose activity, negative = inhibition, hits mostly inhibitors; 0.009% of 390,000 active; AID 504891; active = well fitted inhibition curve with a large enough effect in the polarisation, with a control signal flat, not every such curve was filed as active; inconclusive = small, poorly fitted or top-dose-only effect, or effect the other way, or a change in a side signal; inactive = no such curve, though single readings can be large or run the other way; the % refers to the polarisation; note: potency is the fitted concentration of half-maximal effect; % is set by controls: 0 for no effect and ±100 for the full control effect
Target sequence (Q13526 whole entry, looked up): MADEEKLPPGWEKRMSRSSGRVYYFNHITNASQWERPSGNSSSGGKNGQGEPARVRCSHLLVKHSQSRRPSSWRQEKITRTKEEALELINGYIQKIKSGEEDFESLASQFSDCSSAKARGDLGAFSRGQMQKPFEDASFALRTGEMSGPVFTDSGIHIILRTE
USP1 inh – blocks the human USP1/UAF1 deubiquitinase complex; O94782; recombinant USP1/UAF1, Ub-Rhodamine cleavage fluorescence; Potency, µM (highest dose often 57.1 µM), for inactives: at the top dose activity change, negative = inhibition, actives largely listed as inhibitors; 0.23% of 390,000 active; note: potency is the fitted concentration of half-maximal effect; % is set by controls: 0 for no effect and ±100 for the full control effect; nearly all actives have a fitted effect of over 60% in size; inactives centre near -12
Target sequence (O94782 whole entry, looked up): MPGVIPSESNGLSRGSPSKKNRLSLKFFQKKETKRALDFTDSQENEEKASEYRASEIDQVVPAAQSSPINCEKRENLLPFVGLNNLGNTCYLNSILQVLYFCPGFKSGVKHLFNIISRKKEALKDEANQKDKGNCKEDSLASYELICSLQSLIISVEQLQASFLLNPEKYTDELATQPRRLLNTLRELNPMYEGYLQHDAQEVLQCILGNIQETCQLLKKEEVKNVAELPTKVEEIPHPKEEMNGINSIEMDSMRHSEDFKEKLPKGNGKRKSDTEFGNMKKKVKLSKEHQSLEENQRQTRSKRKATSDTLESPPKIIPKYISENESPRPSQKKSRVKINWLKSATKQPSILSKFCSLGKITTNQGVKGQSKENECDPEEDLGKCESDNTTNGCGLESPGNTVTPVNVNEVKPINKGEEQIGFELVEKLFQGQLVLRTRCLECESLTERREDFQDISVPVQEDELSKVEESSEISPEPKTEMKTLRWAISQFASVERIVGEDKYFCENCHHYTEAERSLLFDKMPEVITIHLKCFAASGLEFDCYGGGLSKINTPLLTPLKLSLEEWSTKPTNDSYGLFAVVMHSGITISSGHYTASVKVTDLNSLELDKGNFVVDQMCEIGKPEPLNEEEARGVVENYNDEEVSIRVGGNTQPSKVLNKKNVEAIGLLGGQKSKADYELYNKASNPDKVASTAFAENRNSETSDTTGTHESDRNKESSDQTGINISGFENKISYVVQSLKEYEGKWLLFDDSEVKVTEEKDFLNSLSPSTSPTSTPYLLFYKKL
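USP1/UAF1 complex at 1 nM was preincubated with compound for 15 min at room temperature, then Ub-Rho substrate (150nM final) was added. Fluorescence (480/540 nm) was read kinetically, 6 reads every 60 seconds.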
Active calls of the source: *; i = inactive; ? = inconclusive; nt = not tested or not shown; & = joins results of further samples; [ ] = another dose, or the depositor's remark. Unless noted, calls come from the whole dose curve; as a rule, active = well fitted curve in the direction sought with a large enough effect; inconclusive = small, poorly fitted or top-dose-only effect, or another doubt; inactive = no such curve, though single readings can be large; an effect the other way counts as inactive or inconclusive. The list is partial, so the mix of outcomes need not match the whole.

SMILES	rTrxR1 inhibitor	HP1b binding inh	mIDH1 inhibitor	GLS inh	TrxR1 substrate	PI4K2A inh	PGK inhibitor	Pin1 inh	USP1 inh
Clc1ncnc2scc(C3COc4ccccc4O3)c12 (configuration not stated)	?	48%[activator]	1%	-10%	-2%	7	-3%	-1%	-21%
COC(=O)c1ccccc1NC(=O)Cn1cc(Br)cn1	-11%	33%	3%	-7%	-6%	0	-10%	-5%	-7%
COc1ccc2c(c1)OC(c1ccccc1)(C(F)(F)F)NC2=O (configuration not stated)	13%	47%[activator]	4%	-5%	5%[57.1 µM]	-3	2%	-6%	-17%
Cc1nc2ccccc2c(=O)n1NC(=O)c1ccc([N+](=O)[O-])cc1Cl	13%[57.1 µM]	2%	-2%	21%	4%[57.1 µM]	0	-8%	-3%	-14%
CCC(C)Nc1ncnc2c1cnn2Cc1ccc(Cl)cc1 (configuration not stated)	27%	82%[activator]	13%	-5%	4%	-2	i	-2%	-8%
COCCCn1nnnc1SCC(=O)N1CCN(C(=O)c2ccco2)CC1	26%	29%	-3%	-4%	-1%	1	-3%	0%	-14%
CC(C)(C)C(=O)Nc1cccc(-c2ccc[nH]2)n1	10%[11.4 µM]	0%	2%	-3%	8%[11.4 µM]	-4	-2%	5%	-20%
Cc1ccc(NC(=O)c2cc(NC(=O)c3ccccc3C(=O)O)ccc2N2CCCCC2)cc1	11%	14%	6%	19%	9%	4	8%	?	-25%
Nc1ccc2c(c1)CCC2=O	13%	23%	0%	5%	2%	6	-1%	45%[activator]	-15%
CCn1ncc(/C=N\NC(=O)c2csc3ccccc23)c1C	-19%	18%	12%	13%	-14%	-6	i	-5%	-5%
COc1ccc(C2CC(c3ccccc3)=NN2C(=O)COC(=O)c2cc(S(=O)(=O)N3CCOCC3)ccc2Cl)cc1 (configuration not stated)	-10%	8%	2%	13%	-9%	4	-8%	4%	-5%
COc1ccc(CC(=O)Oc2cc(C)[nH]c(=O)c2[N+](=O)[O-])cc1	-10%	40%[activator]	6%	-3%	-3%	2	-1%	-1%	-14%
COc1ccc(-c2csc(NC(=O)CC(C)C)n2)cc1	-3%	53%[activator]	2%	5%	-5%	-10	-7%	5%	-16%
Cc1ccc(NC(=O)CC2Nc3ccccc3NC2=O)cc1Cl (configuration not stated)	?	35%	0%	-7%	9%	-2	-3%	21%	?
Cc1cccc(NC(=S)N(Cc2ccco2)C(C)c2cccs2)c1 (configuration not stated)	10%	23%	6%	14%	-5%	1	-6%	15%	-19%
Cc1onc(-c2ccccc2Cl)c1C(=O)NCc1cccs1	20%	52%[activator]	2%	0%	6%	-7	0%	7%	-22%
COc1ccc(CCC(=O)NC2CCCc3ccccc32)cc1OC (configuration not stated)	23%	34%[activator]	9%	0%	7%	-2	-1%	-6%	-21%
O=C(COCc1cc(-c2ccc(F)cc2)on1)Nc1cccc(Cl)c1Cl	12%	23%	-13%	-7%	-7%	0	-10%	0%	-14%
Cc1cc(=O)oc(C)c1C(=O)NCCc1ccccc1	14%	35%	4%	-4%	4%	-22	-3%	-10%	-24%
COc1ccc(CCNC(=O)c2ccc(-c3ccc([N+](=O)[O-])cc3Cl)o2)cc1	?	-12%	7%	-2%	-11%	0	-1%	36%[activator]	-19%
O=C(NC1CC1)C1=COCCO1	20%	11%	2%	0%	3%	-1	-1%	-1%	-4%
COc1ccc(NC(=O)CSc2nnc(C3CC3)n2C)cc1S(=O)(=O)N1CCOCC1	-3%	14%	20%	7%	0%	1	1%	0%	-2%
CCOC(=O)c1c(SCC(=O)Nc2nc3ccc(C)cc3s2)nc(=O)[nH]c1C	17%[57.1 µM]	26%	0%	5%	1%[57.1 µM]	-2	1%	2%	-18%
CCCNc1nc(Cl)nc(NCc2cccnc2)n1	20%[57.1 µM]	-7%	14%	7%	5%[57.1 µM]	-15	-1%	1%	5%
CCc1cccc(NC(=O)C(Cc2ccccc2)NS(=O)(=O)c2ccc3c(c2)oc(=O)n3C)c1 (configuration not stated)	8%	68%[activator]	0%	-1%	2%	-18	-9%	10%	-19%
Cc1cccc(C(=O)NC2CC3CCCC(C2)N3S(=O)(=O)c2ccccc2)c1 (configuration not stated)	3%	26%	3%	-2%	4%	-1	9%[11.5 µM]	1%	18%
Cc1ccc(CNC(=O)c2cnn(-c3cccc(C)c3)c2C2CCN(C(=O)OC(C)(C)C)CC2)cc1	16%	1%	-13%	-13%	-7%	-1	-5%	-2%	-23%
O=C(CSc1nnc(-c2n[nH]c3ccccc23)n1-c1ccccc1)Nc1cccc(Cl)c1	2%	23%	1%	-1%	1%	-2	i	1%	-16%
COc1ccc(N2CCN(C(c3cccc(OC)c3OC)c3nnnn3C3CCCC3)CC2)cc1 (configuration not stated)	40%	?	3%	32%[activator]	14%[57.1 µM]	-3	-9%	8%	-8%
COc1ccc(C(=O)Nc2ccc3nc(N4CCCCC4)cc(C)c3c2)cc1OC	9%&8%	-10%&21%	-8%&0%	9%&-5%	-2%&11%	-1&1	9%&-7%	13%&0%	?
Cc1ccc(S(=O)(=O)N(C)CC(=O)OCC(=O)NC(c2ccccc2)c2ccccc2)cc1	24%[57.1 µM]	11%	12%	1%	-4%[57.1 µM]	3	3%	2%	-10%
C/C(=N\NC(=O)c1nnn(-c2nonc2N)c1-c1cccs1)c1ccc(C)cc1	27%	28%	-6%	-4%	17%	0	-11%	0%	-13%
Cc1ccc(NC(=O)C2CCN(C(=O)c3cnn(-c4ccccc4)c3-n3cccc3)CC2)cc1Cl	7%	-5%	-13%	-1%	-4%	-1	-1%	20%	-21%
CCCCCNC1=CC(=O)CC(c2ccccc2)C1 (configuration not stated)	28%[57.1 µM]	-1%	5%	13%	17%[57.1 µM]	-2	-2%	0%	-17%
COc1ccccc1C(=O)NCC(=O)OCc1ccc(Br)cc1	-8%	44%[activator]	8%	-2%	-11%	4	i	1%	-16%
COc1ccccc1OCc1ccc(C(=O)NN)o1	25%	38%[activator]	-5%	19%	0%	5	i	2%	-3%
CCOC(=O)Cc1ccc(NC(=O)N2CCc3c(sc4c3CCCC4)C2c2ccc(F)cc2)cc1 (configuration not stated)	15%[57.1 µM]	-12%	0%	5%	-2%[57.1 µM]	3	i	-3%	-12%
COCC(=O)NCc1ccc2c(c1)cc(C)n2C	3%[57.1 µM]	1%	6%	2%	2%[57.1 µM]	-4	-3%	?	-1%
CCOc1ccccc1C=NNC(=O)C(=O)NN=Cc1ccccc1OCC	-12%	30%	7%	16%	-13%	0	0%	3%	6%
Cc1noc(C)c1S(=O)(=O)N(C)C[C@H]1OCCCC[C@@H](C)Oc2ccc(NS(=O)(=O)c3cn(C)cn3)cc2C(=O)N([C@H](C)CO)C[C@@H]1C	nt	nt	-1%	-2%	nt	-1	-7%	nt	-19%
O=C(COC(=O)c1ccccc1Br)Nc1ccc(F)cc1	-10%	52%[activator]	2%	0%	-7%	2	10%	?	-16%
COc1ccc(CC(=O)NCCc2csc(-c3ccc(Cl)cc3)n2)cc1	-32%[57.1 µM]	81%[activator]	14%	1%	-11%[57.1 µM]	5	i	2%	-24%
O=C(O)c1ccc(S(=O)(=O)N2CCC(c3nc(-c4ccccc4Cl)no3)CC2)cc1	12%	27%	14%	-3%	7%[57.1 µM]	3	i	1%	4%
CN=C1S/C(=C\c2cccn2-c2cccc(Br)c2)C(=O)N1C	-8%[57.1 µM]	3%	5%	4%	5%[57.1 µM]	-4	-5%	?	-19%
CCCc1cc(=O)[nH]c2nnc(SCC(=O)Nc3ccc(OC)cc3)n12	15%[57.1 µM]	32%	-13%	6%	-3%[57.1 µM]	6	i	?	-23%
CCc1ccc2nc(N3CCN(C(=O)c4ccco4)CC3)sc2c1	-8%[57.1 µM]	14%	-3%	0%	-6%[57.1 µM]	2	5%	?	-14%
Cc1ccccc1-c1nnc(-c2ccccc2C)o1	5%	76%[activator]	-9%	7%	1%	-14	6%	7%	-10%
CCc1cccc(NC(=O)COc2ccccc2)c1	-2%	46%[activator]	1%	19%	-1%	-14	8%	1%	-10%
O=C(COC(=O)c1cccs1)Nc1ccc(Cl)cn1	-6%	31%	-1%	3%	-3%	-11	-6%	0%	-7%
O=[N+]([O-])c1nn(-c2ccc3c(c2)OCCO3)n(O)c1=NC1CCCC1	19%[57.1 µM]	3%	10%	0%	21%[57.1 µM]	1	i	-2%	-17%
Cc1ccc(/C=C/C(=O)c2c(C)cc(C)[nH]c2=O)cc1	-11%	-1%	-3%	0%	-7%	19	-3%	3%	-16%
COc1cccc(C2c3[nH]c4ccccc4c3CCN2Cc2cnn(C)c2)c1 (configuration not stated)	20%	-12%	-12%	4%	7%	-4	-3%	-13%	-11%
O=C(NCCOc1ccccc1)C1CCN(C(=O)Nc2ccccc2)CC1	nt	nt	4%	-8%	nt	2	-9%	nt	-16%
c1ccc2c(c1)OCCOCCOCCOCCOCCOc1ccccc1OCCOCCOCCO2	-14%	25%	10%	-12%	-8%	1	-1%	-8%	-14%

Two successive records from above, for reference:
SMILES	rTrxR1 inhibitor	HP1b binding inh	mIDH1 inhibitor	GLS inh	TrxR1 substrate	PI4K2A inh	PGK inhibitor	Pin1 inh	USP1 inh
Clc1ncnc2scc(C3COc4ccccc4O3)c12 (configuration not stated)	?	48%[activator]	1%	-10%	-2%	7	-3%	-1%	-21%
COC(=O)c1ccccc1NC(=O)Cn1cc(Br)cn1	-11%	33%	3%	-7%	-6%	0	-10%	-5%	-7%
